# RTF Ca sens inh – cardiac RTF calcium sensitivity inhibitors, primary screen, biochemical, IANBD-TnC fluorescence, EC70 calcium; Troponin I, cardiac muscle (Homo sapiens) + Troponin T, cardiac muscle (Homo sapiens) + …; IANBD-labeled cardiac RTF, Ca2+ fluorescence; inhibition, % at 7.15 µM; hit rate 0.12% among 340,000; AID 493244, 2011;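 active = inhibition above the mean inhibition of all tested compounds plus 3 SD, cut at about 17% in these data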;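 also: assay run at fixed EC70 calcium of 1.6 mM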
# Wnt bcat act – Wnt/beta-catenin pathway activators, primary screen, cell-based, plate reader, single point | Wnt/beta-catenin reporter cell assay, activator | activation, % at 9.35 µM | hit rate 1.2% among 300,000 | AID 743398, 2014; in the data active = activation above about 30%, passing the limit was not always enough;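 also: 0% = neutral control wells and 100% = positive control wells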
# OPRM1-OPRD1 inv – inverse agonists of MOR-DOR heterodimerization, primary screen, cell-based, luminescence. cell-based MOR-DOR heterodimer luminescence, inverse agonism. hit rate 0.21% among 340,000. inhibition, % at 9.3 µM. Mu-type opioid receptor (Homo sapiens) + Delta-type opioid receptor (Homo sapiens), …; in the data active = inhibition above about 22%, passing the limit was not always enough;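 also: 0% = cells with DMSO and 100% = wells without cells with DMSO; values of inactives mirror those of a sister screen read the other way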
# Arrestin-AP2 inh – inhibitors of beta-arrestin/AP2 binding, primary screen, biochemical, GPCR trafficking, flow cytometry; hit rate 0.31% among 340,000; beta-arrestin 1 C-terminal peptide binding to AP2 beta2-adaptin appendage (human); inhibition, % at 10 µM; FITC-arrestin peptide / GST-AP2 beads; AP2 beta2 appendage carries R879A mutation;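 active = inhibition above a set limit, near 3 SD of compounds lacking own fluorescence, cut at about 54% in these data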;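 also: plate controls were DMSO wells for no effect and 5 µM unlabelled arrestin peptide for full effect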
#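 system = GST-tagged AP2 beta2-adaptin appendage (R879A) on 4 µm glutathione beads | reagent = FITC-labelled arrestin peptide probe, 50 nM final | schedule = compound with beads 12 min RT, then probe 1 h RT | signal = HyperCyt-sampled flow cytometry, FL1 channel, ex 488/em 535 nm | read-out = percent response from loss of bead-bound FITC fluorescence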
# V-ATPase pH – regulators of yeast V-ATPase proton pumping, primary screen, pHLuorin cytosolic pH fluorescence | S. cerevisiae | response, % at 10 µM | hit rate 0.37% among 350,000 | AID 504577, 2011; in the data active = response mostly above about 7.3%, no sharp cut-off; inactive = mostly below about 5.4%; also: actives read high; inactives centre near 0; some compounds called inactive have numbers as strong as hits; reference of the scale not given here
# RTF Ca sens act – cardiac RTF calcium sensitivity activators, primary screen, biochemical, IANBD-TnC fluorescence, EC20 calcium. IANBD-labeled TnC RTF fluorescence at EC20 calcium; 0% EC20 calcium, 100% full calcium. activation, % at 7.2 µM. hit rate 0.24% among 340,000;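 active = activation above the mean over all tested compounds plus 3 SD, cut at about 30% in these data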;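 also: rise in fluorescence read as greater calcium sensitivity of cardiac thin filaments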
# Keap1 Nrf2 FP – Keap1-Nrf2 protein-protein interaction inhibitors, primary screen, biochemical, fluorescence polarization, single point; Kelch-like ECH-associated protein 1 (Homo sapiens), Q14145; hit rate 0.15% among 340,000; Keap1 Kelch-Nrf2 peptide fluorescence polarization, 1536-well; AID 504523, 2011; inhibition, % at 9.4 µM; in the data active = inhibition above about 12%;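 also: human Keap1 Kelch domain with fluorescein labeled Nrf2 9mer peptide probe; 0% = neutral control wells and 100% = peptide positive control; higher means more block of Keap1 binding to Nrf2 peptide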
# C-LANA FP – inhibitors of KSHV C-LANA binding to DNA, primary screen, biochemical, fluorescence polarization, FAM-LBS DNA, MBP-C-LANA, single point. Kaposi's sarcoma herpesvirus LANA C-terminal domain (residues 932-1162) DNA binding. inhibition, % at 9 µM. hit rate 0.078% among 340,000. AID 504423, 2011;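 active = highest replicate inhibition at or above 60% at 9 µM, even if other replicates fall short; inactive = all replicates below 60% inhibition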;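 also: 0% = neutral control wells and 100% = 4 µM acridine orange control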
# DSG3 Ab inh – inhibitors of pemphigus antibody binding to DSG3, primary screen, biochemical, bead-based, flow cytometry, scFv-GFP | hit rate 0.48% among 310,000 | binding (percent of control), % at 10 µM | AID 588358, 2011 | Desmoglein-3 (Homo sapiens), P32926 | DSG3-coupled beads, scFv-anti-DSG3-GFP binding; active compounds read low;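 active = binding more than 3 SD below its plate's average and above zero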;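 also: hits lower antibody fragment binding to DSG3; some compounds called inactive have numbers as strong as hits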
# Target sequence (P32926 whole entry, looked up, the tested form may be a part): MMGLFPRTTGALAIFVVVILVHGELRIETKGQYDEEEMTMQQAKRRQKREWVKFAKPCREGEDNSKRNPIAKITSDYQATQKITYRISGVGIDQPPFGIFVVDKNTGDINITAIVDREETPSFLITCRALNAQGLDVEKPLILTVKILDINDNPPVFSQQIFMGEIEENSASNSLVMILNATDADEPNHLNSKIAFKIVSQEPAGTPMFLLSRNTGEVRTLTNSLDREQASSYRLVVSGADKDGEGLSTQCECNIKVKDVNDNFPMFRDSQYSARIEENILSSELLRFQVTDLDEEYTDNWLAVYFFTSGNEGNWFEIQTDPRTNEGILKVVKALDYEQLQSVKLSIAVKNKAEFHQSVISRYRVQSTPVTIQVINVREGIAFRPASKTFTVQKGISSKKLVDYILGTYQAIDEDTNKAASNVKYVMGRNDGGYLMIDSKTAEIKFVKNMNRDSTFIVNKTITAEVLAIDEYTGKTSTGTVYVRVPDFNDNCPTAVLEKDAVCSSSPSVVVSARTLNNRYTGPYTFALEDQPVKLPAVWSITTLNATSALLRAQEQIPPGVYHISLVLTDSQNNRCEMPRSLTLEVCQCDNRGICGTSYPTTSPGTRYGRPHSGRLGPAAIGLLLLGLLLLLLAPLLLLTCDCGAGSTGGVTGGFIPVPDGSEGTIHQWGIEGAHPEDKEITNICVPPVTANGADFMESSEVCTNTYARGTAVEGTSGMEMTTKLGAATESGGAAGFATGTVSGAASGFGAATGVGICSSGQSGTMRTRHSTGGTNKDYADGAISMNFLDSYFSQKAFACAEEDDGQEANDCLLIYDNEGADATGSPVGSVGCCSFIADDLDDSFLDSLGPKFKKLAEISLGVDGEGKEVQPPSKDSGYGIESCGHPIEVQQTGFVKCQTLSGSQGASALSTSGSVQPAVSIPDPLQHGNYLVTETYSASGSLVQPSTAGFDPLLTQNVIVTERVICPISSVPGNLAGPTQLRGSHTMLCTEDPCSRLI
# MOR-DOR ag – agonists of OPRM1-OPRD1 heterodimerization, primary screen, cell-based, luminescence | cells | hit rate 0.3% among 340,000 | activation, % at 9.3 µM | AID 504326, 2011 | Mu-type opioid receptor (Homo sapiens) + Delta-type opioid receptor (Homo sapiens), …; in the data active = activation above about 18%;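 also: 0% = vehicle-treated cells and 100% = reference agonist; values of inactives mirror those of a sister screen read the other way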
# * = called active by the depositor; · = not tested or not shown.
compound,RTF Ca sens inh,Wnt bcat act,OPRM1-OPRD1 inv,Arrestin-AP2 inh,V-ATPase pH,RTF Ca sens act,Keap1 Nrf2 FP,C-LANA FP,DSG3 Ab inh,MOR-DOR ag
COc1ccccc1/C=N/NC(=O)C(=O)Nc1ccccc1OC(F)(F)C(F)F,-3,-1,-4,6,0,-7,-2,0.2,90,0.7
CS(=O)(=O)N1CCN(c2ccc(NC(=S)NC(=O)c3ccccc3[N+](=O)[O-])cc2)CC1,-3,0,9,-23,0,4,-2,0.1,76,-1.8
O=C(NCCc1nc2ccccc2[nH]1)/C(=C/c1ccco1)NC(=O)c1ccco1,-3,·,9,-6,1,0,3,-0.2,·,-1.8
Cc1ccc(C(=O)O/N=C(\N)Cc2cccs2)cc1[N+](=O)[O-],-8,10,-13,-12,2,4,-1,0.1,102,2.4
CCn1c2ccccc2c2cc(NC(=O)CSc3nnc(C4CC4)n3Cc3ccco3)ccc21,-12,·,-6,9,5,-5,0,0.0,101,1.1
O=C(c1ccccc1NS(=O)(=O)c1cccc(C(F)(F)F)c1)N1CCc2ccccc21,-4,·,-22,0,-3,3,0,0.9,102,4.3
CC1=CC2=NC(=O)/C(=C/c3cccs3)C(=N)N2O1,5,11,19,38,-2,4,2,2.5,·,-3.9
COc1cccc(CN2CCC(C(=O)Nc3ccc(Oc4cccnc4)cc3)CC2)c1,3,-1,0,-2,1,-6,-4,0.9,98,-0.1
Cn1c2ccccc2c(=O)c2ccc(F)cc21,4,1,6,24,-2,-5,0,0.8,100,-1.3
CC1(C)COC(c2ccc(F)c([N+](=O)[O-])c2)=N1,-10,-1,-1,13,1,1,1,-2.0,95,0.1
CCN(c1ccccc1)S(=O)(=O)c1cccc(C(=O)NCC(c2ccco2)N2CCCC2)c1 (centres undefined),-8,-1,6,-3,-3,3,-16,1.5,126,-1.2
CS(=O)(=O)N1CC(C(=O)NN)Oc2ccc(Cl)cc21 (centres undefined),-17,-4,3,-6,2,6,2,1.6,·,-0.5
CCC(=O)n1nc(-c2ccc(OC)cc2)nc1SC,-13,·,-8,-2,-2,0,1,-2.1,105,1.4
O=C(COC(=O)CN1C(=O)C2CCCCC2C1=O)Nc1ccc(S(=O)(=O)N2CCOCC2)cc1 (centres undefined),-6,0,-1,-10,1,8,-1,-0.4,104,0.1
CC1(c2nnc(-c3ccc(Cl)cc3)o2)CC(c2ccc(Cl)cc2)=NO1 (centres undefined),13,-3,-21,2,1,0,-7,-0.5,99,3.7
Cc1cc2ccccc2c(=O)n1CC(=O)NCC(=O)N(C)Cc1ccccc1,-2,-1,2,-4,3,-7,-1,-0.6,104,-0.4
CCNc1nc(CN2CCOCC2)nc2sc3c(c12)CCC3,-3,-3,7,2,0,-5,-3,-1.1,106,-1.4
O=C(CSc1nnnn1C1CC1)N1CCN(c2cccc(Cl)c2)CC1,-1,-1,18,-6,0,-2,-5,-0.5,100,-4.5
COc1ccc(/C=N/Nc2cc(C)nc(N)n2)cc1,-4,·,12,5,-2,-3,-3,0.3,100,-2.3
C1=C2C[N+]3(CCCC3)CC2Cc2ccc3ccccc3c21 (centres undefined),-5,·,1,-1,-3,-5,2,-1.4,106,-0.2
Nc1cc(C(F)(F)F)ccc1NCCc1ccccn1,2,0,21,-1,1,-3,1,-0.4,103,-4.7
COC(=O)c1ccc(COc2ccccc2/C=C(\C#N)C(=O)Nc2ccc(C)cc2C)cc1,-39,-2,-4,3,-2,-3,-5,1.3,87,0.6
CC(=O)Nc1ccc(S(=O)(=O)N[C@@H](C)C(=O)OCC(=O)c2ccc(C)cc2)cc1,0,1,15,-12,6,-4,-3,-1.0,101,-3.9
COc1ccc(CCNS(=O)(=O)c2cn(C)nc2C)cc1,1,-1,17,24,-2,-7,0,0.4,·,-3.1
O=C(C1CCCCC1)N(Cc1nc2sc3c(c2c(=O)[nH]1)CCCC3)Cc1cccs1,0,-3,-27,10,-1,-1,-6,-2.3,104,6.4
CCN(CC)CCCN1C(=O)c2oc3ccccc3c(=O)c2C1c1cc(OC)ccc1OC (centres undefined),3,·,6,8,5,6,-5,0.2,96,-1.1
O=C(Cc1cccc(C(F)(F)F)c1)NCC(c1ccco1)N1CCCCC1 (centres undefined),-1,-3,12,4,-3,1,-5,0.4,·,-2.6
CCCCCOCC1CC(C/C(C)=N/Nc2nc(-c3ccccc3)cs2)C(=O)O1 (centres undefined),7,·,-1,6,-6,1,-2,-1.9,108,0.3
CCn1cc(C(=O)NCCCN2CCC(C)CC2)c(=O)c2cc(S(=O)(=O)N(C)C3CCCCC3)ccc21,-7,1,10,21,2,-1,-2,0.3,·,-1.9
COC(C(=O)Nc1ccc(F)c(F)c1)c1ccccc1 (centres undefined),2,·,14,5,-10,-2,-1,-1.9,100,-2.8
COc1ccc(N2C(=O)CC(Nc3ccc(C)cc3)C2=O)cc1 (centres undefined),-2,-3,15,2,0,1,1,-1.2,100,-2.8
O=C1NC(c2cccc(Cl)c2)Nc2ccccc21 (centres undefined),5,-9,12,-3,0,-4,0,-1.1,106,-2.7

# Some of these compounds in order of the RTF Ca sens inh value, ascending:
molecule,RTF Ca sens inh,Wnt bcat act,OPRM1-OPRD1 inv,Arrestin-AP2 inh,V-ATPase pH,RTF Ca sens act,Keap1 Nrf2 FP,C-LANA FP,DSG3 Ab inh,MOR-DOR ag
O=C(Cc1cccc(C(F)(F)F)c1)NCC(c1ccco1)N1CCCCC1 (centres undefined),-1,-3,12,4,-3,1,-5,0.4,·,-2.6
CC(=O)Nc1ccc(S(=O)(=O)N[C@@H](C)C(=O)OCC(=O)c2ccc(C)cc2)cc1,0,1,15,-12,6,-4,-3,-1.0,101,-3.9
CC1=CC2=NC(=O)/C(=C/c3cccs3)C(=N)N2O1,5,11,19,38,-2,4,2,2.5,·,-3.9
CCCCCOCC1CC(C/C(C)=N/Nc2nc(-c3ccccc3)cs2)C(=O)O1 (centres undefined),7,·,-1,6,-6,1,-2,-1.9,108,0.3

# Continued.
compound,RTF Ca sens inh,Wnt bcat act,OPRM1-OPRD1 inv,Arrestin-AP2 inh,V-ATPase pH,RTF Ca sens act,Keap1 Nrf2 FP,C-LANA FP,DSG3 Ab inh,MOR-DOR ag
O=C(Nc1ccccn1)c1ccc(S(=O)(=O)N2CCCCC2)cc1,-26,23,-1,15,1,-2,-4,0.7,100,0.1
Cc1cc(C)c(S(=O)(=O)Cc2ccccc2)c(=O)[nH]1,0,-3,-5,16,-3,12,-5,-0.3,101,0.8
O=C(CSc1nc2ccccc2s1)NCCOc1ccccc1,0,4,3,-3,-2,1,-3,3.4,97,-0.5
O=C(N/C=C/c1ccccc1)c1ccccc1,3,41*,4,1,0,-6,2,-1.9,107,-0.7
CCCCN1CCC(CN2C(=S)NC[C@@H]2CC(C)C)CC1,1,0,-4,6,4,-8,-6,1.5,105,0.9
COc1cc(C2NC(=O)NC(C)=C2C(=O)OC2CCCCC2)cc(Br)c1O (centres undefined),-2,-2,13,-3,6,3,-2,-0.4,98,-2.2
Cc1cc([N+](=O)[O-])nn1CC(=O)N1CCOCC1,-1,0,-1,1,2,6,1,-0.1,98,0.1
CCOc1cc(N2CCOCC2)c(OCC)cc1NC(=O)c1cc(S(=O)(=O)N2CCOCC2)ccc1Cl,-14,-2,12,-3,2,-5,1,-0.4,108,-2.2
O=C(Nc1ccc2c(c1)C(=O)N(c1ccccc1)C2=O)c1cccs1,-10,-1,-91,-4,2,-2,-4,0.3,87*,18*
CSc1ccc(S(=O)(=O)Nc2ccccc2C(=O)N2CCOCC2)cc1,-5,0,22,-14,0,-7,-2,-1.9,117,-4.3
COC(=O)Cc1sc(-c2ccccn2)nc1-c1ccccc1,-5,17,6,18,0,-3,-1,0.3,100,-1.2
O=C(NCCc1ccc2c(c1)OCCO2)c1ccc(F)cc1,-4,·,5,23,-1,-1,1,0.4,·,-1.0
CC(C)c1cc(C(=O)N/N=C/C(Br)=C/c2ccccc2)n[nH]1,-5,0,-5,30,6,-2,-5,-0.5,102,0.9

# Quoted at random: 3 entries already listed.
compound,RTF Ca sens inh,Wnt bcat act,OPRM1-OPRD1 inv,Arrestin-AP2 inh,V-ATPase pH,RTF Ca sens act,Keap1 Nrf2 FP,C-LANA FP,DSG3 Ab inh,MOR-DOR ag
O=C(Nc1ccc2c(c1)C(=O)N(c1ccccc1)C2=O)c1cccs1,-10,-1,-91,-4,2,-2,-4,0.3,87*,18*
O=C(NCCc1ccc2c(c1)OCCO2)c1ccc(F)cc1,-4,·,5,23,-1,-1,1,0.4,·,-1.0
CSc1ccc(S(=O)(=O)Nc2ccccc2C(=O)N2CCOCC2)cc1,-5,0,22,-14,0,-7,-2,-1.9,117,-4.3

# Compounds were not picked by outcome (roughly 3.1% active in at least one column).
